Rac1 wt GTP bind = alters GTP binding to wildtype human Rac1 | P63000 | GST-Rac1 beads, fluorescent GTP binding, flow cytometry; actives lie on both sides; 0 = cold GTP competed, 100 = untreated | GTP binding activity (% of control), % at 10 µM | 0.27% of 190,000 active;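 active means GTP binding activity at least 20 points away from the 100% control level, either lower or higher; inconclusive means compound flagged as likely green fluorescent, judged across all proteins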
Cdc42 wt = modulators (inhibitors or activators) of GTP binding to human Cdc42 wildtype. P60953. GST-Cdc42 beads, Bodipy-GTP binding, flow cytometry; actives lie on both sides. percent activity (GTP binding), % at 10 µM. 0.2% of 190,000 active. AID 761;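 active means percent activity GTP binding at least 20 points away from the 100% baseline, either down as inhibitor or up as activator; inconclusive means compound flagged as likely green fluorescent from well-wide comparison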;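 further: median bead fluorescence of bound Bodipy-FL-GTP at 100 nM; 0% = excess unlabeled GTP control and 100% = no compound control; below 100% means less GTP binding so inhibitor and above means activator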
Target sequence (P60953 whole entry, looked up): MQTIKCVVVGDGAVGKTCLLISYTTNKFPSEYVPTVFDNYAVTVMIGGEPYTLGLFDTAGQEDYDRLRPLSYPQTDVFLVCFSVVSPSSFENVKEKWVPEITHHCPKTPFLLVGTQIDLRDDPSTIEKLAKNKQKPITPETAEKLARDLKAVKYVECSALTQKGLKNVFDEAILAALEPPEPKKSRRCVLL
Rab7 wt GTP bind = dog Rab7 wildtype GTP binding, inhibitors and activators; GTP binding activity (percent of control), % at 10 µM; 0.055% of 190,000 active; GST-Rab7 beads, fluorescent GTP binding, flow cytometry; actives lie on both sides; untreated = 100%, excess cold GTP = 0%; AID 758;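 active means fluorescent GTP binding to Rab7 beads changed by at least 20 points from the 100% baseline, either direction, mostly lower; inconclusive means compound itself probably fluorescent, or too few beads counted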;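 further: median green fluorescence of bound Bodipy-FL-GTP per Rab7 bead population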
Bcl-B Bim block = inhibitors of Bim-Bcl-B interaction, human. Q9HD36. inhibition, % at 10 µM. 0.073% of 190,000 active. bead-based flow cytometry, Bim peptide-Bcl-B binding;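 further: 0% = tracer peptide without compound and 100% = reference inhibitor peptide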
Target sequence (Q9HD36 whole entry, looked up): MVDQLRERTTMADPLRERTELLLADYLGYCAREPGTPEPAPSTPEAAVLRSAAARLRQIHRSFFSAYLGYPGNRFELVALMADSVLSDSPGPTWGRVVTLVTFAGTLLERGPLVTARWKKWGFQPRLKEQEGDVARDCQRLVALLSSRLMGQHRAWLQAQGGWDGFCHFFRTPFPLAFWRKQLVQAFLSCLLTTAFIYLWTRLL
Rab2A wt mod = changes GTP binding to wildtype dog Rab2A, up or down; P61105; 0.19% of 190,000 active; GTP binding activity, % at 10 µM; GST-Rab2 wt beads, Bodipy-GTP binding, flow cytometry;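 active means GTP binding activity at least 20 points away from 100%, either lowered or raised; inconclusive means signal likely due to the compound's own green fluorescence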;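 further: 0% = beads with excess unlabeled GTP and 100% = no-compound control corrected for plate trend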
Bcl-2 Bim block = human Bim-Bcl-2 interaction inhibition | 0.06% of 190,000 active | Bead-based flow cytometry, Bim peptide-Bcl-2 binding | P10415 | inhibition, % at 10 µM; in the data active means inhibition above about 40%; inconclusive means no clear call, values can overlap the other calls;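 further: 0% = no compound wells with probe peptide and 100% = reference peptide inhibitor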
Bim-Bcl-W = human Bim-Bcl-W interaction inhibition; 0.02% of 190,000 active; AID 952; inhibition, % at 10 µM; Q92843; bead-based flow cytometry, Bim peptide-Bcl-W binding;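 further: 0% = bound tracer without compound and 100% = peptide blocker; higher means less fluorescent Bim peptide bound to Bcl-W beads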
Target sequence (Q92843 whole entry, looked up): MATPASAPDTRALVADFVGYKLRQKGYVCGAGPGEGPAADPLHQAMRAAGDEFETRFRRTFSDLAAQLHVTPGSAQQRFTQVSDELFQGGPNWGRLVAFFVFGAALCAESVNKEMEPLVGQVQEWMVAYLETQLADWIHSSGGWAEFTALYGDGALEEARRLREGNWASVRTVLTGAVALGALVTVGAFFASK
HRas wt GTP = changes GTP binding to wildtype human HRas; GST-Ras wt beads, Bodipy-FL-GTP binding, flow cytometry; actives lie on both sides; 0.14% of 190,000 active; AID 759; GTP binding activity, % at 10 µM; P01112;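 active means GTP binding activity at least 20% away from the 100% baseline, either lowered as inhibitor or raised as activator; inconclusive means flagged as likely green fluorescent, judged across all proteins in the well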;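 further: 0% = unlabeled GTP competition control and 100% = no-compound control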
Target sequence (P01112 whole entry, looked up): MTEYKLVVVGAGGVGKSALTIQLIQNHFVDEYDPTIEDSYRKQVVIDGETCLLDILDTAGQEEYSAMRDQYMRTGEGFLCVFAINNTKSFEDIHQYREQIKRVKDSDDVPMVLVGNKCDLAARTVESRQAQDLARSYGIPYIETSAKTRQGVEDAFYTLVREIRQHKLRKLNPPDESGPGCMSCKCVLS
Rac1 act GTP bind = modulators of GTP binding to human Rac1 activated mutant. P63000. GST-Rac1 activated beads, fluorescent GTP binding, flow cytometry; actives lie on both sides; 100% means binding = to untreated wells. percent activity (GTP binding), % at 10 µM. 0.11% of 190,000 active. AID 764;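 active means GTP binding at least 20 percentage points away from the 100% baseline, in either direction, so actives lie on both sides; inconclusive means Compound likely fluorescent itself, or too few beads counted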
Bim-Bfl-1 = inhibitors of Bim-Bfl-1 interaction, human; Q16548; Bead-based flow cytometry, Bim-Bfl-1 binding inhibition; inhibition, % at 10 µM; 0.12% of 190,000 active;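 further: 0% = wells without compound plus tracer and 100% = blocker peptide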
Bcl-XL Bim block = inhibitors of Bim-Bcl-XL interaction, human. Bim peptide-Bcl-XL binding, bead flow cytometry, fluorescence. inhibition, % at 10 µM. 0.04% of 190,000 active. Q07817
Target sequence (Q07817 whole entry, looked up): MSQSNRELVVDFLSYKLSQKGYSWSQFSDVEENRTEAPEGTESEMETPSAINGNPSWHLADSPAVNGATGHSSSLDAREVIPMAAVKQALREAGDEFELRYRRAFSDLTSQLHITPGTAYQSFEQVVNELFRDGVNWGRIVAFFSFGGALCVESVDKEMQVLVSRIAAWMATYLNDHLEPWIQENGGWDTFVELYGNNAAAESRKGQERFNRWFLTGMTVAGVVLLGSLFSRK
Starred values were filed as active, the others as inactive; ? = inconclusive. Unless noted, no stated cut-off is given here; in the data, active means inhibition above about 40%.

SMILES	Rac1 wt GTP bind	Cdc42 wt	Rab7 wt GTP bind	Bcl-B Bim block	Rab2A wt mod	Bcl-2 Bim block	Bim-Bcl-W	HRas wt GTP	Rac1 act GTP bind	Bim-Bfl-1	Bcl-XL Bim block
CC1CCc2nc(NC(=O)c3ccc(S(=O)(=O)N4CCCc5ccccc54)cc3)sc2C1 (stereo not given)	101.0	98.0	95.0	-5.0	95.0	-4.0	-6.0	99.0	97.0	-3.0	-3.0
CC(C)CC1NC(=O)N(CC(=O)c2ccc3c(c2)OCCO3)C1=O (stereo not given)	98.0	99.0	102.0	-1.0	100.0	0.0	0.0	100.0	97.0	-2.0	0.0
O=c1c([N+](=O)[O-])c(N2CCCCCC2)c2ccccc2n1-c1ccccc1	95.0	97.0	99.0	-12.0	98.0	-8.0	-1.0	98.0	97.0	-10.0	-4.0
CN(C)C(=O)c1ccccc1Sc1cc(Cl)ccc1Cl	100.0	104.0	101.0	-2.0	102.0	0.0	-2.0	101.0	100.0	2.0	0.0
OC(CNCc1ccccc1Cl)C(F)(F)F (stereo not given)	98.0	99.0	94.0	0.0	96.0	-2.0	0.0	97.0	94.0	-2.0	-1.0
CN(Cc1cnn(C)c1)Cc1nc(C(c2ccccc2)c2ccccc2)no1	97.0	96.0	98.0	-5.0	96.0	-3.0	-2.0	97.0	94.0	-6.0	-3.0
O=C(CN1CCN(c2ccc(F)cc2)CC1)N1N=CCC1c1ccccc1 (stereo not given)	101.0	99.0	99.0	0.0	101.0	-2.0	-1.0	101.0	100.0	-1.0	0.0
O=C1CC(c2cccc(F)c2)c2c(c3ccccc3[nH]c2=O)O1 (stereo not given)	94.0	96.0	98.0	-7.0	94.0	0.0	0.0	95.0	94.0	-9.0	-3.0
CN(C(=O)COC(=O)C1CCN(S(=O)(=O)c2cccs2)CC1)c1ccccc1	99.0	96.0	94.0	-3.0	98.0	-4.0	-1.0	98.0	97.0	-6.0	-3.0
O=S(=O)(N/N=C/c1ccc2c(c1)OCCO2)c1ccccc1	98.0	97.0	101.0	2.0	100.0	1.0	1.0	99.0	93.0	0.0	-8.0
CCOC(Cn1c(CCCO)nc2ccccc21)OCC	95.0	95.0	92.0	-4.0	94.0	-4.0	-3.0	95.0	96.0	-1.0	-4.0
FC(F)(F)c1cnc(NNC(=S)Nc2ccc(Cl)cc2)c(Cl)c1	104.0	103.0	101.0	-2.0	98.0	-3.0	-1.0	96.0	102.0	0.0	0.0
Cc1cccc(Cn2cc(/C=C/[N+](=O)[O-])c3ccccc32)c1	99.0	101.0	88.0	-9.0	100.0	4.0	6.0	100.0	100.0	7.0	4.0
Cc1ccc(S(=O)(=O)NC(C(=O)OCC(=O)NC(=O)c2cccn2C)C(C)C)cc1 (stereo not given)	100.0	100.0	104.0	-5.0	99.0	-5.0	0.0	99.0	97.0	-8.0	-6.0
Cn1nnnc1SCc1ccc(C(=O)Nc2nccs2)cc1	71.0*	75.0*	82.0	12.0	72.0*	2.0	14.0	73.0*	83.0	-9.0	3.0
COc1ccc(CCNC(=O)COc2ccc(S(=O)(=O)N3CCOCC3)cc2)cc1OC	109.0	105.0	101.0	-9.0	102.0	-8.0	0.0	103.0	102.0	-16.0	-9.0
COC(=O)CCC(=O)Nc1cc(Cl)cc(Cl)c1	91.0	92.0	97.0	0.0	96.0	-3.0	5.0	92.0	90.0	5.0	3.0
COc1ccc(-c2nn(-c3ccccc3)cc2/C=N/Nc2ccc3ccccc3n2)cc1OC	103.0	98.0	98.0	-5.0	96.0	2.0	1.0	98.0	100.0	0.0	0.0
Cc1cccc(C(=O)Oc2ccc(/C=N/O)cc2)c1	?	?	?	0.0	?	1.0	-3.0	?	?	1.0	-3.0
CCCCN(C(=O)CN1C(=O)C2CC=CCC2C1=O)c1c(N)n(CCC)c(=O)[nH]c1=O (stereo not given)	101.0	98.0	101.0	-4.0	98.0	-9.0	-2.0	101.0	98.0	-16.0	-3.0
Cc1cc(C)n2nc(SCC(=O)c3ccc[nH]3)nc2n1	93.0	94.0	95.0	-1.0	95.0	-1.0	-2.0	94.0	93.0	0.0	-1.0
COc1ccc(C(=O)N/N=C/c2c(CO)cnc(C)c2O)cc1	96.0	96.0	97.0	-2.0	93.0	0.0	0.0	97.0	95.0	-3.0	-3.0
CCc1cc2c(=O)c(-c3cnn(-c4ccccc4)c3)c(C(F)(F)F)oc2c(CN(C)C)c1O	103.0	103.0	99.0	-6.0	100.0	-8.0	-7.0	102.0	101.0	-17.0	-9.0
O=[N+]([O-])c1ccc(-c2nc(=S)c3c(o2)CCCC3)cc1	107.0	97.0	94.0	-3.0	96.0	0.0	-4.0	96.0	97.0	0.0	-9.0
O=C(CSc1nnc(-c2cccnc2)n1CCc1ccccc1)NCc1ccccc1	106.0	103.0	93.0	-9.0	102.0	-2.0	-5.0	100.0	101.0	-4.0	-6.0
CCN(CC)C(=O)Cn1cc(S(=O)(=O)CC(=O)N2CCCCCC2)c2ccccc21	100.0	93.0	92.0	0.0	95.0	-1.0	0.0	95.0	96.0	-3.0	1.0
COc1ccccc1N1CCN(C(C)C(=O)Nc2ccc(S(=O)(=O)N3CCOCC3)cc2)CC1 (stereo not given)	97.0	97.0	95.0	-3.0	96.0	2.0	-2.0	95.0	95.0	-8.0	-1.0
COc1ccc(NS(=O)(=O)c2ccc(OC)c(NC(=O)CCC3CCCC3)c2)cc1	105.0	98.0	98.0	-6.0	98.0	-3.0	-1.0	99.0	100.0	0.0	-5.0
CCOc1cccc2c1OC1(C)CC2NC(=O)N1c1cccc(F)c1 (stereo not given)	96.0	98.0	96.0	-11.0	98.0	-11.0	-1.0	99.0	95.0	-12.0	-17.0
N#CCCN/N=C(/Cc1nc2ccccc2[nH]1)c1cccc(Cl)c1	100.0	100.0	98.0	-4.0	99.0	-4.0	0.0	98.0	98.0	-5.0	-1.0
CCc1c(C)sc(NC(=O)c2ccc(Br)o2)c1C(=O)OC	102.0	97.0	98.0	-14.0	97.0	-10.0	-4.0	99.0	98.0	-20.0	-11.0
COCCCn1c(-c2ccc(S(=O)(=O)N3CCOCC3)cc2)csc1=Nc1ccccc1	97.0	99.0	99.0	0.0	100.0	2.0	1.0	101.0	98.0	0.0	-3.0
COCc1ccc(C(=O)N2CCCC(C(=O)c3cc(F)ccc3F)C2)s1 (stereo not given)	99.0	97.0	105.0	-1.0	97.0	-1.0	0.0	98.0	93.0	-4.0	0.0
CC(C)OC(=O)c1c(NC(=O)c2cccs2)sc2c1CCCC2	107.0	103.0	103.0	-6.0	102.0	-2.0	6.0	102.0	102.0	-10.0	0.0
CCSc1nc2ccccc2n1Cc1cccc([N+](=O)[O-])c1	106.0	102.0	96.0	-10.0	98.0	-10.0	-3.0	101.0	100.0	-14.0	-10.0
CCN(c1ccccc1)S(=O)(=O)c1cc([N+](=O)[O-])ccc1N	97.0	98.0	97.0	-4.0	99.0	-3.0	-7.0	94.0	94.0	-6.0	-2.0
O=c1cc(-c2ccccc2Cl)oc2c(NS(=O)(=O)c3cc(Cl)cc(Cl)c3O)ccc(O)c12	95.0	90.0	90.0	-1.0	88.0	-1.0	-1.0	91.0	88.0	-1.0	-6.0
COc1cccc(-c2nnc(SCC(=O)Nc3cc(C)on3)o2)c1	109.0	105.0	103.0	-3.0	99.0	-1.0	2.0	105.0	98.0	-8.0	0.0
Cc1ccc(S(=O)(=O)NCC(=O)N/N=C/c2ccccc2O)cc1	98.0	94.0	101.0	-2.0	94.0	0.0	2.0	95.0	96.0	-3.0	0.0
Nc1nnc(Cc2ccc(Cl)c(Cl)c2)s1	102.0	104.0	100.0	-1.0	102.0	0.0	0.0	103.0	99.0	-2.0	1.0
Cc1ccccc1NC(=O)N1CCN(C/C=C/c2ccccc2)CC1	98.0	99.0	107.0	-1.0	100.0	-1.0	-2.0	98.0	95.0	-4.0	-2.0
CCN1/C(=C/c2sc(-c3ccccc3C)c[n+]2C)Sc2ccccc21	102.0	99.0	103.0	-7.0	99.0	-2.0	0.0	102.0	94.0	-2.0	-1.0
CCCCc1nc2ccccc2n1Cc1nnc2n1-c1ccccc1SC2	104.0	102.0	101.0	1.0	99.0	-1.0	0.0	103.0	99.0	-1.0	-1.0
CCCNS(=O)(=O)c1ccc(NC(=O)c2cccnc2)cc1	105.0	105.0	100.0	-8.0	101.0	-13.0	-7.0	100.0	100.0	-23.0	-15.0
O=C(Oc1c(Cl)cc(Cl)c2cccnc12)c1ccco1	97.0	96.0	96.0	-5.0	96.0	0.0	-2.0	97.0	95.0	0.0	-2.0
C=CCN(CC=C)C(=S)NCCc1ccc(OC)c(OC)c1	102.0	103.0	104.0	-9.0	104.0	-6.0	-2.0	101.0	99.0	2.0	-6.0
Cc1cc(=O)oc2cc(OCC(=O)OCC(=O)NC3CC3)ccc12	96.0	95.0	103.0	-3.0	100.0	-1.0	3.0	98.0	95.0	-4.0	-1.0
Cc1ccc(Sc2ncccc2COC(=O)Nc2c(C)cccc2C)cc1	93.0	94.0	93.0	0.0	93.0	-1.0	-4.0	95.0	94.0	0.0	-4.0
ClCc1nnc(-c2cc3c(s2)CCCC3)o1	98.0	99.0	105.0	-5.0	99.0	-2.0	0.0	97.0	94.0	-3.0	0.0
Cc1ccc(NC(=O)/C=C/c2ccc([N+](=O)[O-])s2)cc1	104.0	100.0	101.0	-7.0	98.0	-11.0	-5.0	101.0	100.0	-17.0	-4.0
COc1ccccc1NC(=O)/C=C/C(=O)O	99.0	98.0	93.0	-3.0	94.0	-1.0	-1.0	95.0	98.0	-3.0	0.0
CN(C)c1ccc(C(c2nnnn2CCOC(=O)Nc2ccc(Cl)cc2)N2CCOCC2)cc1 (stereo not given)	101.0	104.0	102.0	-2.0	103.0	-4.0	0.0	106.0	101.0	-6.0	-1.0
CC(NC(=O)CCCOc1ccc(Cl)cc1)c1ccccc1 (stereo not given)	104.0	100.0	101.0	-4.0	100.0	1.0	0.0	102.0	99.0	-2.0	-7.0
C=CCOC(=O)C1C(=O)CC(C)(O)C(C(=O)OCC=C)C1c1ccc(N(C)C)cc1 (stereo not given)	102.0	100.0	104.0	-4.0	104.0	-2.0	0.0	102.0	98.0	-2.0	-4.0

A second format for some results above.
Rac1 wt GTP bind	Cdc42 wt	Rab7 wt GTP bind	Bcl-B Bim block	Rab2A wt mod	Bcl-2 Bim block	Bim-Bcl-W	HRas wt GTP	Rac1 act GTP bind	Bim-Bfl-1	Bcl-XL Bim block	Compound
102.0	99.0	103.0	-7.0	99.0	-2.0	0.0	102.0	94.0	-2.0	-1.0	CCN1/C(=C/c2sc(-c3ccccc3C)c[n+]2C)Sc2ccccc21
104.0	102.0	101.0	1.0	99.0	-1.0	0.0	103.0	99.0	-1.0	-1.0	CCCCc1nc2ccccc2n1Cc1nnc2n1-c1ccccc1SC2
105.0	105.0	100.0	-8.0	101.0	-13.0	-7.0	100.0	100.0	-23.0	-15.0	CCCNS(=O)(=O)c1ccc(NC(=O)c2cccnc2)cc1

High-throughput results from PubChem.
